# D1 PAM: human D1 dopamine receptor positive modulation; P21728; HEK293 TREx D1 cells, calcium flux, dopamine EC20 potentiation; potentiation, % at 10 µM; 360,000 compounds, 0.036% hits; AID 504651; in the data active = potentiation above about 30%; also: 0% is about no effect
# RXFP1 antagonist: antagonists of human relaxin receptor RXFP1. activity change, negative = inhibition, % at 57.5 µM. 350,000 compounds, 0.59% hits. AID 1259400. HEK293-RXFP1, relaxin-stimulated cAMP HTRF, 30 min; stronger effect = lower value;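 active = activity change of -60% or lower, but not beyond a set lower limit; inconclusive = change between -60% and -40%, or beyond the set limit; inactive = change above -40%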; also: % is scaled to controls: 0 for no effect and ±100 for the full control effect
# Anesthetic bind: binds horse apoferritin like a general anesthetic. AID 485281. Potency, µM (series often up to 77.5 µM), for inactives: at the highest dose activity change, negative = displacement, most hits filed as inhibitors. apoferritin/1-aminoanthracene competitive binding, fluorescence. 350,000 compounds, 0.074% hits; also: potency is read from the fitted curve at half-maximal effect; % is scaled to controls: 0 for no effect and ±100 for the full control effect; nearly all actives have a fitted effect of over 20% in size
# Target sequence (P02791 2-175 limits assumed): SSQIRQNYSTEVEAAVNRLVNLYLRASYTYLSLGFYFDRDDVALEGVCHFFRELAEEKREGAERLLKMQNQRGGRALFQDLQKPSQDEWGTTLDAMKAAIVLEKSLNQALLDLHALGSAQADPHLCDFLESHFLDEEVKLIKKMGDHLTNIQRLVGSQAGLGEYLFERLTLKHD
#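 In PBS, apoferritin at 10 uM is loaded with 1-AMA from a 50% saturated solution. After 10 min of compound exposure at ambient temperature, reduced 535 nm fluorescence indicates probe displacement.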
# D1 antagonist: blocks dopamine activation of the human D1 receptor | P21728 | HEK293 TREx D1 cells, calcium flux, dopamine EC80; stronger effect = lower value | activity change, negative = inhibition, % at 10 µM | 360,000 compounds, 3.2% hits; in the data active = activity change below about -30%; also: % is scaled to controls: 0 for no effect and ±100 for the full control effect
#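 HEK293 T-REx cells expressing inducible, force-coupled D1 receptor; no-wash Ca dye, 30–90 min RT. Cmpd → 180 s read at 1 Hz → EC80 DA → 180 s read.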
# TRHR enhancer: allosteric enhancers of human TRH receptor | 360,000 compounds, 0.66% hits | P34981 | enhancement, % at 2 µM | TRHR cells, fluo-8 calcium fluorescence, EC20 TRH enhancement | AID 493056; in the data active = enhancement above about 30%; also: 0% is about no effect
#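 Enhancer read-out: after compound pinning and an initial kinetic agonist-mode read, an EC20 of TRH (10 nM final) was injected and fluo-8 calcium signal (Ex 480/Em 530) followed at 1 s/cycle for 100 cycles in TRHR-expressing cells.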
# D2 potentiator: D2 dopamine receptor (human) potentiation; AID 485347; HEK293 T-REx D2, calcium flux, EC20 dopamine potentiation; P14416; potentiation, % at 10 µM; 340,000 compounds, 0.34% hits;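 active = potentiation over 3 SD above the plate norm, cut at about 30% in these data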; also: 0% is about no effect
# Target sequence (P14416 whole entry, looked up): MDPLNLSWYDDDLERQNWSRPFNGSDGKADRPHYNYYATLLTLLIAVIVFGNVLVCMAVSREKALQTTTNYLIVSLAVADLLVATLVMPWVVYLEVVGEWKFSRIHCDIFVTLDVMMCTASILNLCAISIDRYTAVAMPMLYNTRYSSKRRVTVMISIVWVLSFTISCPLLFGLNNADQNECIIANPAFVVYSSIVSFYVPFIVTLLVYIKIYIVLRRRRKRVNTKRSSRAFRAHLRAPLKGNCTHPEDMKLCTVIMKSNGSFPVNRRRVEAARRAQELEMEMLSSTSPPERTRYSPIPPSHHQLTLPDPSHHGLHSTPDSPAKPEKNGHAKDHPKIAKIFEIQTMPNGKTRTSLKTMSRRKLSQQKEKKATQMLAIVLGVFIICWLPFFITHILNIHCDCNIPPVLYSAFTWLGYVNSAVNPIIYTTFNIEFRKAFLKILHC
#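 Calcium flux readout, no-wash dye, 1 read/s. Inducible HEK293 Trex D2 line, overnight 30 C. Compound alone 180 s (agonist flags), then EC20 dopamine, another 180 s to score potentiation.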
# D1 ag: activates the human D1 dopamine receptor; HEK293 T-REx D1 cells, calcium flux, agonist mode; 360,000 compounds, 1% hits; AID 504660; activation, % at 2 µM; in the data active = activation above about 30%; also: 0% is about no effect
#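 Inducible HEK293 T-REx D1 cells, force-coupled to calcium signalling, were plated at 4000 cells/well with tetracycline and held overnight at 30 C. After no-wash calcium dye loading, compound-evoked calcium rise over 180 s flagged agonists.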
# TRHR ag: agonists of human TRH receptor; TRHR cells, calcium flux fluo-8, FDSS agonist mode; activation, % at 2 µM; 360,000 compounds, 0.18% hits; in the data active = activation above about 30%; also: 0% is about no effect
#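 In this calcium-flux screen, cells bearing human TRHR are dye-loaded with fluo-8, baselined for 10 cycles, then exposed to library compounds; positive kinetic calcium responses during the agonist phase mark hits, with TRH as control.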
# RXFP1 agonist: RXFP1 (human) receptor agonism | Potency, µM (series often up to 57.5 µM), for the others: top-dose activation, actives largely listed as activators | HEK293T-RXFP1 cAMP TR-FRET, 30 min; response scale: percent of porcine relaxin response, buffer zero | Q9HBX9 | AID 2676 | 370,000 compounds, 0.3% hits; also: potency is read from the fitted curve at half-maximal effect; % is scaled to controls: 0 for no effect and ±100 for the full control effect; nearly all actives have a fitted effect of over 60% in size; many of its hits are not listed in these tables
#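 Agonist response is measured as cAMP accumulation in an RXFP1-transfected HEK293T line under PDE4 inhibition. Values are scaled between buffer-only and 29 nM porcine relaxin, and EC50s come from standard Hill equation fits.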
# * marks the source's active call; other numbers are inactive results; ? = inconclusive; nt = no result given; & = joins results of further samples; [ ] = dose if it differs, or a comment. Unless noted, calls follow the shape of the dose curve; as a rule, active = well fitted curve in the direction sought with a large enough effect; inconclusive = small, poorly fitted or top-dose-only effect, or another doubt; inactive = no such curve, though single readings can be large; an effect the other way counts as inactive or inconclusive. Not all compounds are listed; the hit share may differ from the screen's.
SMILES,D1 PAM,RXFP1 antagonist,Anesthetic bind,D1 antagonist,TRHR enhancer,D2 potentiator,D1 ag,TRHR ag,RXFP1 agonist
Cc1nc(-c2nc(-c3c(C(=O)NN)noc3C)cs2)cs1,-3,2,-20%,1,1,4,1,0.3,3.3%
Cc1ccc(Nc2nc(NCCO)nc3c2cnn3C)cc1Cl,-5,2,?,-4,3,9,3,-0.6,9.3%
Cc1cc(C)cc(NC(=O)C(=O)NCc2ccccn2)c1,-3,12,0%,26,-4,3,2,-0.9,1.5%
CCn1c2ccccc2c2cc(NC(=O)COc3cc(C)c(Cl)c(C)c3)ccc21,-3,-3,-1%,5,-5,6,0,0.3,12%
COc1ccc(C)cc1NC(=O)N1CC(C)Sc2ccccc21 (centres undefined),0,-39,58%[activator],-11,-8,5,1,-0.5,4.4%
CCc1nnc2c(N(C)S(=O)(=O)c3ccc(C)cc3)nc3ccccc3n12,-4,-5,-4%,27,-3,9,0,-0.3,6.4%
CCN(CC)C(=O)COc1coc(CN2CCN(c3ccccc3)CC2)cc1=O,-2,14,-1%,6,-1,10,3,0.1,-4.5%
CCCCSc1nc2sc3c(c2c(=O)[nH]1)CC(C)(CC)OC3 (centres undefined),0,-3,1%,-6,2,11,4,0.1,-0.9%
Cc1nn(C(=O)c2cccc([N+](=O)[O-])c2)c(C)c1Br,0,-9,-21%,-20,-22,-6,2,0.4,2.7%
Nc1cc(=O)[nH]c(=O)n1CC1CC1,-2,nt,2%&9%,8,-4,-3,0,1.1,1.5%
Cc1ccccc1C1C=C(c2ccc(Cl)cc2)Nc2nnnn21 (centres undefined),-5,-14,-9%,-4,-4,-24,0,-0.2,-0.9%
COc1ccc(/C=C/C(=O)ONC2=NCCCCC2)cc1OC,-2,0,-1%,-4,2,4,3,-0.3,2.4%

# Another view of part of the listing above:
molecule	D1 PAM	RXFP1 antagonist	Anesthetic bind	D1 antagonist	TRHR enhancer	D2 potentiator	D1 ag	TRHR ag	RXFP1 agonist
CCc1nnc2c(N(C)S(=O)(=O)c3ccc(C)cc3)nc3ccccc3n12	-4	-5	-4%	27	-3	9	0	-0.3	6.4%
CCN(CC)C(=O)COc1coc(CN2CCN(c3ccccc3)CC2)cc1=O	-2	14	-1%	6	-1	10	3	0.1	-4.5%

# Back to the main list, starting seven compounds before the break.
SMILES,D1 PAM,RXFP1 antagonist,Anesthetic bind,D1 antagonist,TRHR enhancer,D2 potentiator,D1 ag,TRHR ag,RXFP1 agonist
CCc1nnc2c(N(C)S(=O)(=O)c3ccc(C)cc3)nc3ccccc3n12,-4,-5,-4%,27,-3,9,0,-0.3,6.4%
CCN(CC)C(=O)COc1coc(CN2CCN(c3ccccc3)CC2)cc1=O,-2,14,-1%,6,-1,10,3,0.1,-4.5%
CCCCSc1nc2sc3c(c2c(=O)[nH]1)CC(C)(CC)OC3 (centres undefined),0,-3,1%,-6,2,11,4,0.1,-0.9%
Cc1nn(C(=O)c2cccc([N+](=O)[O-])c2)c(C)c1Br,0,-9,-21%,-20,-22,-6,2,0.4,2.7%
Nc1cc(=O)[nH]c(=O)n1CC1CC1,-2,nt,2%&9%,8,-4,-3,0,1.1,1.5%
Cc1ccccc1C1C=C(c2ccc(Cl)cc2)Nc2nnnn21 (centres undefined),-5,-14,-9%,-4,-4,-24,0,-0.2,-0.9%
COc1ccc(/C=C/C(=O)ONC2=NCCCCC2)cc1OC,-2,0,-1%,-4,2,4,3,-0.3,2.4%
COc1ccc(S(=O)(=O)N2CCCCC2)cc1NC(=O)c1cncc(Br)c1,-6,-11,nt,2,-2,-6,-1,-0.4,?
O=C(O)Cn1cnc2ccccc2c1=O,4,-13,0%,12,19,1,1,-1.0,1.2%
Cc1cccc(NC(=O)CN2C(=O)c3ccccc3C2=O)c1C,-1,-8,1%,9,1,5,1,0.1,1.4%
Cc1cccc(NC(=O)C2CCN(c3nc4ccccc4[nH]3)CC2)c1C,-1,-6,-8%,-2,-6,-7,1,-0.2,2.5%
O=C(NCCN1CCN(c2ccccc2Cl)CC1)Nc1ccccc1,-7,-1,-11%,-8,-2,-24,-1,-0.1,0.0%
O=C(O)CCc1nn2c3ccccc3n(CCO)c2nc1=O,-1,-7,2%,10,-6,-5,1,0.3,4.5%
CCN(C(=O)c1ccncc1)c1c(N)n(Cc2ccccc2)c(=O)[nH]c1=O,4,2,nt,9,4,4,2,0.3,-0.6%
C=CCNC(=O)c1ccc(C)c(Br)c1,-1,10,-11%,8,0,2,3,0.2,-0.4%
O=C(c1ccc(-n2cncn2)c([N+](=O)[O-])c1)N1CCN(S(=O)(=O)c2ccccc2F)CC1,-3,-7,nt,-12,-6,-22,2,0.4,-0.8%
COc1ccc2oc(C(=O)OCC(=O)N3CCCC(C)C3)c(C)c2c1 (centres undefined),-2,-9,nt,0,6,8,9,-0.3,-1.0%
CCCCCn1c(=O)[nH]c2cc(C(=O)N3CCN(Cc4ccc5c(c4)OCO5)CC3)ccc2c1=O,-5,-2,-12%,-10,2,-17,5,0.0,0.9%
Cc1ccccc1NC(=O)c1sc(NC(=O)C2CC2)nc1C,-6,-11,-3%,-11,10,2,4,-0.3,3.7%
COc1cc(CN2CCC(Cc3ccccc3)CC2)cc(OC)c1OC,0,-5,-8%,-9,0,-14,6,0.3,-2.4%
Cc1ccc(OCCCC(=O)N2CCOCC2)c(C)c1,0,nt,?,0,8,7,4,0.4,-0.1%
O=C(O)c1ccc(Cl)c(S(=O)(=O)NCc2ccco2)c1,-6,0,-7%,16,-5,-9,2,0.3,-0.9%
COc1ccc(NC(=O)CN(C)C(=O)c2ccc(N3CCCCC3)c([N+](=O)[O-])c2)cc1,-2,-9,nt,-10,-2,-3,-1,0.1,-0.8%
Cc1cccc(C(=O)NNC(=O)CSc2nnc(C3CC3)n2C)c1,-3,7,-1%,6,5,6,5,-1.0,2.6%
COC(=O)[C@H](Cc1ccccc1)NC(=O)c1ccc2ccccc2n1,nt,-21,-19%,-24,-5,1,0,-2.1,1.5%
Cc1ccc(N(C)S(=O)(=O)c2ccc3[nH]cc(C(=O)NCCCN4CCOCC4)c(=O)c3c2)cc1C,-4,-19,4%,3,3,-17,3,-0.1,-2.7%
CCN(CC)c1ccc(S(=O)(=O)N2CCOCC2)cc1NC(=O)CN1CCc2ccccc2C1,-12,-17,76%[activator],0,13,7,8,0.6,1.7%
Cc1ccccc1NC(=O)C1CCCN(c2nnc(N3CCCC3=O)s2)C1 (centres undefined),3,9,-12%,6,-1,1,0,-0.5,3.9%
CNc1c(NS(=O)(=O)c2ccc3c(c2)CCCC3)c(=O)oc2ccccc12,-5,-3,0%,1,5,-1,2,1.6,1.3%
CN(C)c1ccc(N=Nc2ccccc2C(=O)OCC(=O)N2CCCCCC2)cc1,-5,7,?,-2,-4,0,-1,-0.6,2.3%
CCN1CCN(C(=S)Nc2ccc([N+](=O)[O-])cc2)CC1,0,6,-17%,14,0,-2,4,-0.2,0.4%
CCc1ccc(OCC(=O)c2c(O)c3ccccc3oc2=O)cc1,-1,-3,-9%,5,-5,0,3,-0.7,-1.1%
COc1ccc(C(C(=O)NC2CCCC2)N(C(=O)c2snc(-c3ccc(F)cc3)c2N)c2ccc(F)cc2)cc1 (centres undefined),1,-3,-5%,6,0,5,1,0.4,1.1%
S=C(NCCN1CCOCC1)Nc1ccc(Br)cc1,-2,18,-6%,-2,6,nt,5,0.3,0.7%
Cc1ccc(CSc2nc3ccccc3c(=O)n2C)cc1,0,-5,4%,-21,-6,1,2,0.4,3.4%
COc1ccc2oc(C(=O)N(CC(C)C)C3CCS(=O)(=O)C3)c(C)c2c1 (centres undefined),-2,5,nt,7,20,nt,-1,-0.2,1.8%
Cc1ccc(OCC(=O)N/N=C\c2c(C)[nH]n(-c3ccccc3)c2=O)c([N+](=O)[O-])c1,-1,-24,1%,-7,-4,-2,1,-0.3,0.0%
O=C(CN1CCCSc2ccccc21)N1CCN(S(=O)(=O)c2ccccc2)CC1,-6,-21,nt,-7,13,5,1,0.1,-0.9%
CCCc1nn(C)c(C(=O)Nc2cccc(C)c2)c1Cl,2,-17,-15%,9,-8,nt,1,-1.1,1.6%

# Assay outcomes (PubChem BioAssay)
